Assay outcomes: PubChem, Sanford-Burnham Center for Chemical Genomics
hIAP activ: increases human intestinal alkaline phosphatase activity | P09923 | purified human IAP, CDP-Star luminescence, 30 min; hits give high values; 1 = vehicle-only enzyme, 0 = enzyme-free background | activation factor at 10 µM | hit rate 0.16% among 330,000 | AID 2524;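 active means activation factor of the enzyme at least 2-fold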; further: the source names both 10 and 20 µM as test concentration; values of inactives mirror those of a sister screen read the other way
Target sequence (P09923 whole entry, looked up): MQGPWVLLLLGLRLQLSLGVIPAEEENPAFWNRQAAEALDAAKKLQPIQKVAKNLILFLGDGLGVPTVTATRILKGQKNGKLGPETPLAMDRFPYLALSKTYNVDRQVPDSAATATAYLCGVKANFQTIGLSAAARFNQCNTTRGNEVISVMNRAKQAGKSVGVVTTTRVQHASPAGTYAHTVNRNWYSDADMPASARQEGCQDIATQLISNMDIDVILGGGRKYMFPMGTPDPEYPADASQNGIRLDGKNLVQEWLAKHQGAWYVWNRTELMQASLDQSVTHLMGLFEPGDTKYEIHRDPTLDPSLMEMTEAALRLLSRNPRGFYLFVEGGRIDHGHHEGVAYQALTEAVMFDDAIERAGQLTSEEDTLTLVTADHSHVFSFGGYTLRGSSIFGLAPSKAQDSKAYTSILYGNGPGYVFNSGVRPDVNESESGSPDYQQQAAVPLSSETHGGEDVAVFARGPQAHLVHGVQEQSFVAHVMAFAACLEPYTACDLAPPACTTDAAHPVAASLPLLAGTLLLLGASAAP
APOBEC3G inh: blocks human APOBEC3G single-stranded DNA deamination | AID 493012 | hit rate 0.28% among 330,000 | inhibition, % at 20 µM | Q9HC16 | recombinant A3G, ssDNA deamination FAM/TAMRA fluorescence;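 active means inhibition of at least 40% at 20 µM, with no more than 30% in the related APOBEC3A deaminase screen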;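 further: plate controls were DMSO wells with A3G for no effect and wells lacking A3G enzyme for full effect; some compounds called inactive have numbers as strong as hits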
Target sequence (Q9HC16 whole entry, looked up): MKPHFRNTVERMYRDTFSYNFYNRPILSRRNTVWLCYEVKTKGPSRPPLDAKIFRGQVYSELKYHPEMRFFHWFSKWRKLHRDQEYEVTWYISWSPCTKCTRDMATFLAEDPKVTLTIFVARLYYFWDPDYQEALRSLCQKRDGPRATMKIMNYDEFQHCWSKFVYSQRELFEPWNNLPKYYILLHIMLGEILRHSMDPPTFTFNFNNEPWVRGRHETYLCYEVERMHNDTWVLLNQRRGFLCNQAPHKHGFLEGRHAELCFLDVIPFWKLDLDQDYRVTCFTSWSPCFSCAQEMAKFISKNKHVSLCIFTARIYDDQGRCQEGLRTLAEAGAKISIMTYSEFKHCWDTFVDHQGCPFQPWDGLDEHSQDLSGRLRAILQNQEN
mIAP block: blocks mouse intestinal alkaline phosphatase; purified mouse IAP, CDP-Star luminescence, 30 min; inhibition, % at 10 µM; hit rate 0.2% among 330,000; AID 2806;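 active means inhibition of at least 40% at 10 µM in the primary screen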;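 further: plate controls were DMSO with enzyme for no effect and no enzyme wells for full effect; values of inactives mirror those of a sister screen read the other way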
GRIN3A LBD mod: modulators (binders) of human NR3A ligand-binding domain; NR3A LBD differential scanning fluorimetry, Tm shift; 0% = protein alone, 100% = glycine-bound protein; Tm shift relative to glycine control, % at 25 µM; hit rate 2.5% among 340,000; AID 1259313;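 active means melting temperature shift of at least 10% of the positive control shift, at one fixed dose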
A3A deaminase: human APOBEC3A DNA deaminase inhibition; hit rate 0.41% among 330,000; P31941; inhibition, % at 20 µM; recombinant A3A, FAM/TAMRA ssDNA deamination fluorescence;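 active means at least 40% inhibition at 20 µM here, with at most 30% in a related deaminase screen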;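 further: plate controls were A3A with DMSO for no effect and wells lacking A3A enzyme for full effect; some results filed as inactive read as strong as hits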
hIAP inh: human IAP inhibition; P09923; AID 2544; inhibition, % at 10 µM; purified IAP, CDP-Star luminescence, 30 min; hit rate 0.12% among 330,000;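 active means inhibition reaching a set limit with compound at 10 µM in the primary screen, cut at about 35% in these data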;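 further: plate controls were DMSO wells with enzyme for no effect and no-enzyme buffer wells for full effect; values of inactives mirror those of a sister screen read the other way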
beta cell repl: inducers of beta-cell replication in MIN6 cells. MIN6 cells proliferation, ATPlite luminescence, 48 h; cells starved in 0.2% serum; 100% = growth in 10% serum. hit rate 0.29% among 330,000. proliferation, % at 10 µM. AID 2380;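 active means compounds whose signal lies at least 3.5 SD above the mean of all wells on their plate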;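 further: 0% = DMSO-treated cells in low-serum medium and 100% = 10% serum control; some compounds called inactive have numbers as strong as hits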
MPTP inh: permeability transition pore inhibition; AID 602449; hit rate 1.4% among 360,000; isolated mouse mitochondria, Ca2+ swelling absorbance, 30 min; inhibition, % at 10 µM;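 active means inhibition of 50% or more, scaled per plate between neutral and stimulator controls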;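 further: 0% = DMSO wells given calcium and 100% = 1 mM EGTA wells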
mIAP act: increases mouse intestinal alkaline phosphatase activity; hit rate 0.24% among 330,000; activation factor at 10 µM; muIAP, CDP-Star luminescence, 30 min; hits give high values; 1 = vehicle-only enzyme signal, 0 = enzyme-free wells;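 active means activation factor of at least 2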; further: the source names both 10 and 20 µM as test concentration; values of inactives mirror those of a sister screen read the other way
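System: mouse IAP enzyme. Reagent: CDP-Star chemiluminescent phosphatase substrate. Benchmarks: DMSO wells, no-enzyme wells. Times: 30 min enzyme-substrate-compound incubation at room temperature. Detection: luminescence from enzymatic CDP-Star hydrolysis. Doses: test compounds delivered from DMSO solution.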
An asterisk follows results filed as active; . = not tested or not shown.

SMILES	hIAP activ	APOBEC3G inh	mIAP block	GRIN3A LBD mod	A3A deaminase	hIAP inh	beta cell repl	MPTP inh	mIAP act
S=C(NCc1ccccc1)Nc1ccc(Cl)cc1	0.91	-6	-72	-2	-6	9	0	72*	1.7
Cc1noc(C)c1CSc1nnc2sc3ccccc3n12	1.1	-4	7	-2	-1	-6	-4	-7.9	0.93
O=C(Nc1nnc(C2CC2)s1)c1ccncc1	1.2	-6	-11	0	-4	-19	-2	1.5	1.1
CCCC1S/C(=N/N=C/c2ccc(OC)cc2)N(Cc2ccc(OC)cc2)C1=O (stereo unspecified)	1	-7	13	1	-2	0	-2	4.9	0.87
Cc1cnc(C(=O)OCC(=O)N2CCN(S(=O)(=O)c3ccc(Cl)cc3)CC2)cn1	1.1	-2	-2	-3	3	-10	-1	-0.3	1
O=C(NC(=S)Nc1ccc(N2CCOCC2)c(Cl)c1)C(c1ccccc1)c1ccccc1	1.2	-6	18	-2	-7	-19	-4	3.2	0.82
O=C1NC(=Nc2ccccc2Cl)S/C1=C\c1cc([N+](=O)[O-])ccc1O	1	-6	21	20*	-4	0	-5	5.9	0.79
COc1ccc(C2=NOC(CNC(=O)c3ccccc3Br)C2)c(OC)c1 (stereo unspecified)	1.2	-4	8	5	-4	-22	-1	0.9	0.93
O=[N+]([O-])c1ccc(OCc2cccc(COc3ccc([N+](=O)[O-])cc3)n2)cc1	0.93	-5	0	0	-2	7	0	3.8	1
COc1ccc2c(c1)OC[C@H]1[C@H]2N2C(=O)c3ccccc3NC(=O)[C@@]2(C)[C@H]1c1ccccc1	0.79	0	9	-3	2	21	-6	1.3	0.91
O=C1CCc2cc(NS(=O)(=O)c3ccc(Br)cc3)cc3c2N1CC3	1.1	-6	-4	-1	-2	-7	3	-1.1	1
Cc1ccc(S(=O)(=O)N2CCOCC2)cc1C(=O)Nc1ccncc1	1.1	-11	-5	-1	-6	-9	3	-1.0	1.1
O=C(CSc1nc2ccccc2nc1N1CCCCC1)N1CCN(c2ccccc2)CC1	0.81	-5	17	-3	-1	19	-7	2.7	0.83
Cc1ccc(S(=O)(=O)Cn2nnnc2CN(Cc2ccco2)CC2CCCO2)cc1 (stereo unspecified)	1.2	-5	-1	1	-3	-17	-1	-3.7	1
O=C(C1=C[C@@H](c2ccc(C(F)(F)F)cc2)C[C@@H](OCCCCO)O1)N1CCN(Cc2ccccc2)CC1	1.1	-5	2	-5	-3	-12	-7	-0.5	0.98
Cc1n[nH]c(=O)c2c(NC(=O)COC(=O)COc3cccc(Br)c3)oc(C)c12	1	-8	3	0	0	-2	1	0.1	0.97
O=C(NC1CCCCC1)c1cc([N+](=O)[O-])ccc1N1CCCC1	1	-3	11	2	3	-4	-1	0.0	0.89
C/C(=C\C(=O)c1ccc(C)o1)Nc1ccc(C(=O)O)cc1C	1.1	-3	9	0	2	-14	-1	1.0	0.91
CCS(=O)(=O)c1ccc(O)c(NC(=O)CCCC(=O)O)c1	0.86	-3	-1	2	2	14	1	0.7	1
Cc1ccc(C)c(Nc2ncnc(N)c2[N+](=O)[O-])c1	1	-7	8	1	-2	-4	2	-1.3	0.92
COc1ccc(-c2cc(C(F)(F)F)n3nc(C(=O)NCCCn4ccnc4)cc3n2)cc1	1	-3	5	-1	6	-4	7	0.3	0.95
COc1ccc(-c2nc(CS(=O)(=O)CC(=O)NCc3cccc(OC)c3OC)c(C)o2)cc1	1	-9	-10	-1	-1	0	0	0.0	1.1
CN1C(=O)C2ON(c3ccccc3)C(c3cccs3)C2C1=O (stereo unspecified)	0.97	0	1	6	-1	2	-1	-0.2	0.99
CCOC(CCn1ccc(O)c(Cc2ccc(Cl)cc2)c1=O)OCC	1.3	-13	1	-1	-7	-27	-3	0.3	0.99
CCN(CC)S(=O)(=O)c1ccc(OCC2CCCCO2)c([N+](=O)[O-])c1 (stereo unspecified)	0.93	-7	8	0	-3	7	0	-2.8	0.92
O=C1C(Cc2ccc(F)cc2)SC(=Nc2ccccc2)N1c1ccccc1 (stereo unspecified)	1.2	-9	5	-4	-7	-24	0	-0.7	0.95
COC(=O)C(C(C)C)N(Cc1cc(OC)cc(OC)c1)S(=O)(=O)CCl (stereo unspecified)	.	-2	-13	2	2	.	.	0.3	1.1
CCOC(=O)C1=C(COc2ccc(C)cc2)NC(=O)NC1c1cc(C)ccc1C (stereo unspecified)	0.88	-3	-6	1	0	12	-3	2.0	1.1
CN(C)CCN(C(=O)c1ccc2ccccc2c1)c1nc2c(F)cc(F)cc2s1	0.93	-9	3	1	-5	7	0	13	0.97
O=[N+]([O-])c1cc(S(=O)(=O)Nc2cccc(Cl)c2)ccc1N/N=C/c1ccc(N2CCOCC2)cc1	0.78	-1	15	-1	3	22	-6	8.3	0.85
Cc1onc(-c2ccccc2)c1CNS(=O)(=O)c1ccccc1[N+](=O)[O-]	0.81	-4	1	0	0	19	-1	-2.4	0.99
COc1ccc(CSc2nc(C)cc(C)c2S(C)(=O)=O)cc1	0.88	-6	6	-2	-3	12	3	1.0	0.94
O=C(Nc1ccccc1C(=O)N/N=C/c1ccco1)c1ccc(Cl)cc1	1	-8	13	4	-4	0	-2	1.4	0.87
Cc1ccc(-n2nc3c(=O)n(C(C)C(=O)NCc4ccccc4Cl)nc(C)c3c2C)cc1 (stereo unspecified)	0.84	0	-6	-1	3	16	-4	0.6	1.1
Cc1cccc(N2CCN(Cc3cc(=O)n4ccsc4n3)CC2)c1C	0.91	-5	9	-1	-1	9	0	-6.4	0.91
C/C(CC(=O)Nc1ccc2c(c1)OCCO2)=N\NC(=O)c1ccccn1	1.3	-12	-2	0	-1	-33	7	1.2	1
NC(=NC1CCCCC1)c1ccc([N+](=O)[O-])cc1	1.1	1	10	-1	1	-11	0	0.0	0.9
Cc1ccc(S(=O)(=O)N(C)c2ccccc2C(=O)Nc2c(F)cccc2F)cc1	1	-6	8	-1	-2	-4	1	0.2	0.92
O=C(NCC(c1ccco1)N1CCCC1)c1cc2cc(Cl)ccc2o1 (stereo unspecified)	1.1	1	4	0	0	-6	-1	-0.4	0.96
CCOC(=O)c1c(C)[nH]c(C(=O)OCC(=O)NC(C)(C)C)c1C	0.89	-5	2	-2	-4	11	-3	-1.1	0.98
O=C(NCc1ccccc1Cl)C1CCC(CNc2nc(=S)[nH]c3ccccc23)CC1 (stereo unspecified)	1.2	-3	-3	-1	-12	-20	-5	-0.8	1
NC(=O)C1CCN(C(=O)c2ccc(NC3=NC4CS(=O)(=O)CC4S3)cc2)CC1 (stereo unspecified)	0.95	3	3	4	3	5	-1	-0.1	0.97
O=c1c2c3c(sc2ncn1/N=C/c1ccc(Br)o1)CCCC3	1	1	1	1	3	0	-3	-0.6	0.99
NC(=O)c1oc2ccccc2c1NC(=O)Cc1ccccc1	1.1	-1	-9	-1	-3	-8	-2	0.2	1.1
O=C1CCCN1CCCNCC(=O)N1c2ccccc2Sc2ccccc21	1.3	-5	-15	0	-2	-31	-1	-4.4	1.1
CCn1[nH]c(=O)c(=Nc2c(C)n(C)n(-c3ccccc3)c2=O)cc1-c1ccc(Cl)cc1	0.92	-3	1	3	-3	8	1	3.1	0.99
CN(C(=O)COC(=O)/C=C/c1ccccc1[N+](=O)[O-])c1ccccc1	1	3	2	-1	5	-4	-2	0.4	0.98
O=C(c1cccs1)N1CCN=C1SCc1ccc(Cl)cc1	1.2	-7	7	-9	4	-17	-3	0.0	0.93
Clc1ccc(Nc2ccc(NCc3ccccc3)nn2)cc1	0.82	1	2	24*	0	18	-3	-16	0.98
CN(Cc1ccccc1)S(=O)(=O)c1cn(C)cn1	1.1	0	-10	-2	1	-10	3	2.4	1.1

(next part)
SMILES	hIAP activ	APOBEC3G inh	mIAP block	GRIN3A LBD mod	A3A deaminase	hIAP inh	beta cell repl	MPTP inh	mIAP act
COC(=O)c1ccc(C(=O)N2CCCC(CNC(=O)c3ccc(F)cc3)C2)cc1 (stereo unspecified)	1.2	-5	3	-2	-2	-17	3	-1.2	0.97
Cc1ccc(NC(=O)COC(=O)Cc2csc(-c3cccc(F)c3)n2)cc1C	1	-2	-7	3	1	0	0	1.3	1.1
CCCOc1ccc(/C(O)=C2/C(=O)C(=O)N(CCCn3ccnc3)C2c2cccs2)cc1 (stereo unspecified)	0.97	-7	4	-1	-5	3	-1	0.6	0.95
CCn1c(SCc2nc3scc(-c4ccccc4)c3c(=O)[nH]2)nnc1-c1cccs1	0.92	-7	-3	-6	-1	8	-3	3.5	1
COc1ccc(NS(=O)(=O)c2ccc(C(=O)Nc3c(C)n(C)n(-c4ccccc4)c3=O)cc2)cc1	1.1	-6	0	2	2	-8	-1	0.6	1
Cc1ccc(C(=O)OCC(=O)N2CCOCC2)cc1	0.99	-8	9	1	-4	1	0	1.9	0.91
CCN(C(=O)C1CCCN(c2nc(-c3ccc(OC)cc3)no2)C1)c1ccccc1F (stereo unspecified)	0.94	-6	-2	-1	-5	6	-2	-0.9	1
O=C(NCc1ccncc1)c1ccc(NS(=O)(=O)c2cccc([N+](=O)[O-])c2)cc1	1	-8	4	-2	2	-5	-1	-0.5	0.96
COc1ccccc1OCCC(=O)OCC(=O)Nc1ccc2c(c1)OCCO2	1	5	-3	-1	-2	-5	0	0.4	1
Cc1ccc(-c2csc(-c3cc(C)on3)n2)cc1	1.3	-1	-1	2	-3	-33	-1	0.5	1
COc1ccc(C(=O)N2CCN(Cc3ccc4c(c3)OCO4)CC2)cc1[N+](=O)[O-]	1.2	-5	-2	-2	-2	-18	-3	-2.5	1
CC1(C)CC(=O)C2=C(C1)OC1=C(C(=O)CC(C)(C)C1)C2c1ccc(O)c([N+](=O)[O-])c1	1.1	-1	5	0	3	-8	-3	2.6	0.95
COc1cc(/C=N/NC(=O)c2cccnc2)ccc1OC(=O)c1ccco1	1.1	2	-6	-1	7	-11	-1	1.7	1.1
NC(=O)CC[C@@H]1NC(=O)[C@@H]2CCCN2C(=O)c2cc([N+](=O)[O-])cc(I)c2NCCCC[C@@H](C(=O)NC(CC(=O)O)C(N)=O)NC1=O (stereo partly specified)	0.95	16	-8	-3	27	5	6	0.1	1.1
COc1ccccc1NC(=O)/C=C1\SCC(=O)N1C	0.94	-5	0	9	0	6	-2	-3.1	1
CN1CCN(c2ccc(-c3ccnn3C(=O)Nc3cccc(C(F)(F)F)c3)cc2)CC1	0.98	-4	-51	-1	-1	2	-6	87*	1.5
O=c1c2ccsc2ncn1Cc1ccc(Cl)cc1	1	-1	-8	2	3	-2	-1	-2.1	1.1
Cn1c(=O)n(C/C=C/c2ccccc2)c(=O)c2c1nc1n2CCCN1Cc1ccccc1	1.1	-3	0	0	-2	-9	-4	11	1
O=C(CCc1nc(-c2ccccc2)no1)N1CCCC1	1.2	-4	1	0	-1	-23	0	-2.4	0.99

Results in mIAP block and hIAP activ, for some of the entries so far:
Molecule,mIAP block,hIAP activ
CCN(C(=O)C1CCCN(c2nc(-c3ccc(OC)cc3)no2)C1)c1ccccc1F (stereo unspecified),-2,0.94
COC(=O)c1ccc(C(=O)N2CCCC(CNC(=O)c3ccc(F)cc3)C2)cc1 (stereo unspecified),3,1.2
O=C(NCc1ccccc1Cl)C1CCC(CNc2nc(=S)[nH]c3ccccc23)CC1 (stereo unspecified),-3,1.2
O=C(NC1CCCCC1)c1cc([N+](=O)[O-])ccc1N1CCCC1,11,1
